CCHF vOTU inh: blocks the CCHF virus ovarian tumor domain protease. CCHFV vOTU protease, Pep-AMC fluorescence. inhibition, % at 11.5 µM. hit rate 0.55% among 370,000. AID 651958; also: 0% = vehicle wells with enzyme and 100% = no enzyme wells
BoNT F protease: inhibitors of Botulinum neurotoxin F light chain protease; Multiplex microsphere protease cleavage assay, flow cytometry; inhibition, % at 10 µM; hit rate 0.22% among 360,000; AID 588497; in the data active = inhibition above about 35%, passing the limit was not always enough; inconclusive = no clear call, values can overlap the other calls; also: plate controls were buffer without enzyme for full effect and enzyme alone for no effect
Mtb BioA inh: inhibitors of Mycobacterium tuberculosis BioA enzyme | purified M. tuberculosis BioA enzyme, plate reader | inhibition, % at 9.99 µM | hit rate 0.096% among 360,000 | AID 602481; in the data active = inhibition above about 40%; inconclusive = no clear call, values can overlap the other calls
Rv3671c protease: inhibitors of M. tuberculosis serine protease Rv3671c | P9WHR9 | inhibition, % at 5.96 µM | hit rate 0.048% among 320,000 | AID 2606; in the data active = inhibition above about 38%;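 also: extracellular domain of Rv3671c used as enzyme; 0% = enzyme with DMSO and 100% = no enzyme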
Target sequence (P9WHR9 whole entry, looked up, the tested form may be a part): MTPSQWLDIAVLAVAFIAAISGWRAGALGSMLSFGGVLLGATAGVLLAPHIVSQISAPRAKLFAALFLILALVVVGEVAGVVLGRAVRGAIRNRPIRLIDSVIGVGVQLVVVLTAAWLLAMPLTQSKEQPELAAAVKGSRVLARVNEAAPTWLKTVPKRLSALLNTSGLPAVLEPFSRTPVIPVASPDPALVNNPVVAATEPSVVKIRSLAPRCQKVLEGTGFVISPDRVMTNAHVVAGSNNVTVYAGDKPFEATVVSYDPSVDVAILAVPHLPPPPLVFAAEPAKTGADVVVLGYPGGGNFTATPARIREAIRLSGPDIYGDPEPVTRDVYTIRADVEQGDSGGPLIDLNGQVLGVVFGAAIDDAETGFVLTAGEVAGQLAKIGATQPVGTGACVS
Mtb FBA inh: inhibits M. tuberculosis FBA enzyme. P9WQA3. purified M. tuberculosis FBA, fluorescence read-out. inhibition, % at 1 µM. hit rate 2.3% among 360,000; in the data active = inhibition above about 27%;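 also: 0% = vehicle and 100% = reference inhibitor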
GDH-TPI counter: inhibits GDH-TPI coupling enzymes, artifact for Mtb FBA screen; hit rate 1.2% among 360,000; inhibition, % at 4.8 µM; GDH-TPI coupled enzyme counterscreen, NADH absorbance;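 also: 0% = DMSO wells and 100% = wells lacking the enzyme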
DUSP3 inh: blocks human VHR1 dual specificity phosphatase | P51452 | recombinant VHR phosphatase, pNPP absorbance | inhibition, % at 13.3 µM | hit rate 0.52% among 290,000 | AID 1654; in the data active = inhibition above about 50%; also: some compounds called inactive have numbers as strong as hits
Target sequence (P51452 whole entry, looked up): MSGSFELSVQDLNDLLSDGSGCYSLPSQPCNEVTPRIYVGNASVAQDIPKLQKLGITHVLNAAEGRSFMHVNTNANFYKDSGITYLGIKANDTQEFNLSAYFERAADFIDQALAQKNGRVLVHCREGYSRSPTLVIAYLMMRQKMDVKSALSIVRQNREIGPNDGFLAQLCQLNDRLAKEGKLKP
FadD28 FP inh: blocks FadD28 binding to the bisubstrate probe; fluorescence polarization; inhibition, % at 12.5 µM; hit rate 0.22% among 360,000; AID 588549; in the data active = inhibition above about 8.5%, passing the limit was not always enough; inconclusive = no clear call, values can overlap the other calls
UGM FP inh: Mtb UDP-galactopyranose mutase inhibition. P9WIQ1. purified UGM, fluorescence polarization probe displacement. inhibition, % at 10 µM. hit rate 0.06% among 320,000. AID 504406; in the data active = inhibition above about 10%, passing the limit was not always enough; inconclusive = no clear call, values can overlap the other calls
MazEF act: MazEF (E. coli) toxin RNase activation | P0AE70 | FAM/BHQ RNA-DNA oligo cleavage fluorescence, 5 h | activation, % at 20 µM | hit rate 0.32% among 350,000 | AID 504720; in the data active = activation above about 50%
Target sequence (P0AE70 whole entry, looked up): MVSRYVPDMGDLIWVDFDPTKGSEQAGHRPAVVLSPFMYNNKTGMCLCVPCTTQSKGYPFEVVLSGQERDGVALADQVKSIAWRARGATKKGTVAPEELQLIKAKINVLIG
Starred values were filed as active, the others as inactive; u = inconclusive; x = no result given. Rule as the data show it, unless noted: active = inhibition above about 30%; inactive = the rest.

SMILES	CCHF vOTU inh	BoNT F protease	Mtb BioA inh	Rv3671c protease	Mtb FBA inh	GDH-TPI counter	DUSP3 inh	FadD28 FP inh	UGM FP inh	MazEF act
CC(O)C(NS(=O)(=O)c1ccc(Cl)cc1)C(=O)OCc1nnc(-c2ccccc2)o1 (stereo not drawn)	4	-1	5.2	-7	2	1	10	-1.0	-0.9	3
COc1ccc(S(=O)(=O)N2CC3CCCN3c3cc(C(F)(F)F)ccc32)cc1 (stereo not drawn)	-2	-9	-2.5	-3	-4	5	33	-1.5	-0.6	5
CC(C)Cc1ccc(S(=O)(=O)N2CCCC2)cc1	3	0	-0.2	-3	0	2	27	1.3	-2.2	-1
Cc1ccc(Cc2nnc(SCC(=O)Nc3ccccc3C)[nH]c2=O)cc1	12	-4	x	2	2	-4	x	-3.4	-1.0	1
COc1ccc(OCC(=O)N2CCN(C/C=C/c3ccccc3)CC2)cc1	8	0	x	-14	2	-1	38	-0.4	-2.7	-5
CC(C)C(OC(=O)c1cccs1)C(=O)NCc1cccs1 (stereo not drawn)	-24	-17	x	5	-1	3	49	-2.5	0.9	3
CCc1c(C)c2ccc(OC(C)C(=O)NC(Cc3c[nH]c4ccc(O)cc34)C(=O)O)c(C)c2oc1=O (stereo not drawn)	-9	-19	3.3	3	43*	27	25	0.0	1.0	3
NNC(=O)c1cc2c(s1)CCCCCC2	7	-7	x	-16	6	9	-4	-0.1	2.4	9
COc1ccc(N2C(=O)NC(=O)/C(=C\c3ccccc3[N+](=O)[O-])C2=O)cc1	-4	-3	0.4	-10	0	-6	11	-3.7	-1.9	0
CCc1nnc(NC(=O)CSc2ccc(-c3ccco3)nn2)s1	8	1	x	5	-2	0	18	-1.0	0.5	4
Nc1cnn(-c2ccccc2)c(=O)c1Cl	-2	-11	1.5	-3	0	-9	-4	-4.2	-0.4	3
COc1ccc(C(=O)CSc2nc3ncccc3[nH]2)cc1OC	8	-16	14	4	-1	21	13	-1.9	0.8	10
CCOC(=O)c1ccc(NC(=O)CSc2nc3c(c(=O)n2-c2ccccc2OC)SCC3)cc1	-3	-7	0.2	3	0	12	8	-3.7	-2.7	-7
COc1cccc(C2C(C(=O)Nc3ccc(C)cc3C)=C(C)Nc3ncnn32)c1OC (stereo not drawn)	2	2	1.0	-1	2	-11	10	-1.9	-2.7	12
COc1ccc(Cl)cc1N/C(N)=N/c1nc(C)cc(=O)[nH]1	9	-15	x	6	1	-7	11	-2.2	1.6	2
COc1ccc(C2(C)NC(=O)N(CC(=O)Nc3ccc(S(=O)(=O)N4CCCC4)cc3)C2=O)cc1 (stereo not drawn)	4	-3	x	-4	-1	0	18	-1.0	2.5	1
CCSC1=C(C#N)C2(CCCCC2)C2=C(CC(C)(C)CC2=O)N1	4	-12	x	-3	2	-4	29	-2.7	-0.6	6
CCN(C[C@H]1N[C@@](Cc2ccccc2)(C(=O)OC)[C@H]2C(=O)N(C)C(=O)[C@@H]12)S(=O)(=O)c1ccc(-c2ccccc2)cc1	4	2	-0.9	-5	-2	3	x	-1.5	x	3
Cc1ccc(OCc2ccc(C(=O)Nc3nccs3)o2)cc1	3	x	-0.8	-25	1	5	18	0.7	0.8	6
COCc1cccc(-c2csc(C(O)c3ccc(F)c(F)c3)n2)c1 (stereo not drawn)	22	-2	0.9	x	-1	-4	x	-2.9	x	x

Ordered by SMILES length (descending): part of the list above
SMILES	CCHF vOTU inh	BoNT F protease	Mtb BioA inh	Rv3671c protease	Mtb FBA inh	GDH-TPI counter	DUSP3 inh	FadD28 FP inh	UGM FP inh	MazEF act
CCN(C[C@H]1N[C@@](Cc2ccccc2)(C(=O)OC)[C@H]2C(=O)N(C)C(=O)[C@@H]12)S(=O)(=O)c1ccc(-c2ccccc2)cc1	4	2	-0.9	-5	-2	3	x	-1.5	x	3
CCc1c(C)c2ccc(OC(C)C(=O)NC(Cc3c[nH]c4ccc(O)cc34)C(=O)O)c(C)c2oc1=O (stereo not drawn)	-9	-19	3.3	3	43*	27	25	0.0	1.0	3
COc1ccc(C2(C)NC(=O)N(CC(=O)Nc3ccc(S(=O)(=O)N4CCCC4)cc3)C2=O)cc1 (stereo not drawn)	4	-3	x	-4	-1	0	18	-1.0	2.5	1
CCOC(=O)c1ccc(NC(=O)CSc2nc3c(c(=O)n2-c2ccccc2OC)SCC3)cc1	-3	-7	0.2	3	0	12	8	-3.7	-2.7	-7
COc1cccc(C2C(C(=O)Nc3ccc(C)cc3C)=C(C)Nc3ncnn32)c1OC (stereo not drawn)	2	2	1.0	-1	2	-11	10	-1.9	-2.7	12
COc1ccc(S(=O)(=O)N2CC3CCCN3c3cc(C(F)(F)F)ccc32)cc1 (stereo not drawn)	-2	-9	-2.5	-3	-4	5	33	-1.5	-0.6	5
Cc1ccc(Cc2nnc(SCC(=O)Nc3ccccc3C)[nH]c2=O)cc1	12	-4	x	2	2	-4	x	-3.4	-1.0	1
CCSC1=C(C#N)C2(CCCCC2)C2=C(CC(C)(C)CC2=O)N1	4	-12	x	-3	2	-4	29	-2.7	-0.6	6
COc1ccc(Cl)cc1N/C(N)=N/c1nc(C)cc(=O)[nH]1	9	-15	x	6	1	-7	11	-2.2	1.6	2
CCc1nnc(NC(=O)CSc2ccc(-c3ccco3)nn2)s1	8	1	x	5	-2	0	18	-1.0	0.5	4
CC(C)C(OC(=O)c1cccs1)C(=O)NCc1cccs1 (stereo not drawn)	-24	-17	x	5	-1	3	49	-2.5	0.9	3
CC(C)Cc1ccc(S(=O)(=O)N2CCCC2)cc1	3	0	-0.2	-3	0	2	27	1.3	-2.2	-1
Nc1cnn(-c2ccccc2)c(=O)c1Cl	-2	-11	1.5	-3	0	-9	-4	-4.2	-0.4	3
NNC(=O)c1cc2c(s1)CCCCCC2	7	-7	x	-16	6	9	-4	-0.1	2.4	9

Next entries:
SMILES	CCHF vOTU inh	BoNT F protease	Mtb BioA inh	Rv3671c protease	Mtb FBA inh	GDH-TPI counter	DUSP3 inh	FadD28 FP inh	UGM FP inh	MazEF act
O=C(c1cc([N+](=O)[O-])ccc1Cl)N1CCN(Cc2ccc3c(c2)OCO3)CC1	-6	-1	x	5	-5	12	11	-3.0	1.1	10
Cn1nnnc1SCC(=O)NC1CCCCC1	0	-3	0.9	2	-1	-6	-20	-2.9	0.4	6
CN(C)CCCSc1nc(-c2ccccc2)nc2c1CCC2	13	-4	-0.8	-5	7	7	-5	0.6	-1.7	-3
CCOC(=O)Cc1csc(NC(=O)C(NC(=O)C2CCC(C)CC2)C(C)C)n1 (stereo not drawn)	14	16	-2.4	1	-4	-7	x	-3.6	2.8	-2
O=C(Nc1ccccc1Cl)c1ccc([N+](=O)[O-])o1	5	4	-0.9	-2	-2	16	16	-2.2	-1.7	-1
Clc1cccc(Oc2ncccn2)c1	1	-2	x	-3	3	0	-4	-0.2	0.6	2
CC(C(=O)Nc1ccc2c(c1)OCO2)N(C)CC(=O)Nc1ccc(Cl)cc1 (stereo not drawn)	6	x	1.6	x	1	-1	x	0.0	x	-7
O=C(O)C(c1ccccc1)C(c1ccccc1)c1ccccc1 (stereo not drawn)	11	-3	-0.4	6	0	-6	10	0.2	-2.3	-6
Cc1ccc(N2CC(C(=O)OCc3ccc([N+](=O)[O-])cc3)CC2=O)cc1 (stereo not drawn)	0	x	3.9	5	1	3	8	-1.9	1.4	9
COc1ccc(NS(=O)(=O)c2cc(NC(=O)c3sccc3C)ccc2N2CCOCC2)cc1	-16	-13	-1.4	-2	0	6	13	-1.8	1.4	23
CC(C)N(C(=O)[C@H]1C[C@H](CC(=O)NCCc2ccccn2)C(=O)N2CCc3c([nH]c4cc(CCC(=O)N(C)C)ccc34)[C@]12C)C(C)C	-7	-3	-0.1	x	-2	-2	x	-1.8	x	1
CC(=O)c1ccc(NCC(=O)N2CCN(S(=O)(=O)c3ccccc3)CC2)cc1	22	-14	2.1	1	-1	25	x	-2.9	1.0	0
CC(C)(C)c1cc(C(=O)NNC(=O)Nc2ccccc2)n(Cc2ccccc2)n1	-2	u	x	-3	0	1	24	-0.9	-1.6	8
CCOc1cc(/C=C/c2cc(C(F)(F)F)[nH]c(=O)n2)ccc1O	10	-6	x	12	-5	17	20	-0.5	1.1	-13
CCOC(=O)c1c(O)c2cccc3c2n(c1=O)CC3	-7	-12	x	-1	4	-4	25	-2.1	2.2	0
O=C(/C=C/c1ccc2c(c1)OCO2)c1ccc[nH]1	13	-4	x	0	4	21	2	-2.0	0.8	6
CCS(=O)(=O)c1nc(S(=O)(=O)c2ccc(C)cc2)c(N2CCCC2)s1	6	-6	-2.0	7	0	34*	-23	-1.8	3.0	-2
O=P(OC1CCCCC1)(OC1CCCCC1)C(O)c1cccnc1 (stereo not drawn)	-3	5	0.2	6	1	-8	6	0.4	-1.6	3
O=C(c1scc2c1CCCC2)N1CCCCC1	5	13	-2.1	-1	-4	7	22	0.4	1.8	-6
CCOC(=O)C1CCCN(CCC(=O)Nc2ccccc2)C1 (stereo not drawn)	-2	-5	0.6	0	-1	-3	16	0.4	0.2	0
CCN1CCCC(OC(=O)c2cc(-c3ccc(C)cc3)nc3ccccc23)C1 (stereo not drawn)	-5	-3	x	-1	18	-4	41	-6.3	-0.7	5
COC(=O)CC1=C(C(=O)OC)C(c2ccc3c(c2Cl)OCO3)C(C#N)=C(N)O1 (stereo not drawn)	5	-4	3.5	-2	4	15	6	0.4	-1.5	2
CCCCn1c(=N)n(CC(=O)c2ccc(OC)cc2)c2ccccc21	-4	x	x	2	x	x	-19	x	-3.7	x
O=C(Cn1c(NCCO)nc2ccccc21)c1ccccc1	-14	-2	-2.8	-14	4	0	27	-1.4	4.7	-4
COCCNC(=O)C(C#N)c1nc2ccccc2nc1N1CCCCCC1 (stereo not drawn)	-28	-2	-1.3	-3	37*	19	-2	2.0	3.2	-24
Cc1cc(/C=C2\C(=N)N3N=CSC3=NC2=O)c(C)n1Cc1ccccc1	4	u	6.4	0	0	17	-8	-1.1	4.1	-2
COc1ccc(CCn2c(=N)c(C(=O)NCC3CCCO3)cc3c(=O)n4cccc(C)c4nc32)cc1 (stereo not drawn)	-12	7	1.7	-1	14	13	-2	-2.1	-0.4	1
CCN1CCN(C(=O)Nc2ccc(OC)cc2OC)CC1	2	-2	x	-1	-6	-4	-17	-2.5	-2.0	0
O=C(NNc1nc2c(F)cc(F)cc2s1)C1COc2ccccc2O1 (stereo not drawn)	-8	-4	x	2	-1	-3	10	-3.8	-0.3	6
c1cn(CCCNc2ncnc3nc[nH]c23)cn1	-6	-4	0.4	1	1	1	9	-1.6	0.8	-5
Cc1cc(C)c(C)c(OCC(=O)O/N=C(\N)c2cccnc2)c1	-3	u	x	3	4	-13	-11	-0.6	0.1	6
CSc1ccccc1NC(=O)c1ccncc1	-4	-10	-3.4	-1	3	-3	12	-1.4	3.7	4
CCSc1nnc(NC(=O)c2ccc3ccccc3n2)s1	-2	-3	x	-11	1	17	-16	1.9	2.4	11
